Compound activity from PubChem.
JNK3 inh: blocks human JNK3 kinase activity. P53779. 60,000 tested, 0.61% active. inhibition, % at 8 µM. purified JNK3 kinase activity, HTS; in the data active means inhibition above about 17%;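 further: 0% = DMSO and 100% = reference inhibitor; many of its hits are not listed in these tables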
PKA inh: inhibitors of human protein kinase A | inhibition, % at 6 µM | P17612 | PKA Kemptide phosphorylation, Kinase-Glo ATP luminescence | 65,000 tested, 0.1% active;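 active means inhibition above the screen-wide mean inhibition plus 3 SD, cut at about 21% in these data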; further: many of its hits are not listed in these tables
C1s block: human complement C1s inhibition. P09871. mean inhibition % of two 10-compound mixtures (hits give high values), % at 5 µM (by protocol). 62,000 tested, 0.16% active. purified C1s, fluorogenic AMC substrate, pooled mixtures;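 active means inhibition above 20% in each of the two 10-compound mixture wells holding the compound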;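 further: 0% = enzyme wells lacking compound mixture and 100% = no-enzyme blank wells; some compounds called inactive have numbers as strong as hits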
Cathepsin G inh: inhibitors of human cathepsin G | P08311 | purified enzyme, AMC-tetrapeptide fluorescence, pooled mixtures | inhibition, % at 5 µM (by protocol) | 62,000 tested, 0.2% active | AID 581;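 active means inhibition above 20% in each of the two mixture wells holding the compound; inactive means inhibition of 20% or less in either well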;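 further: 0% = enzyme control without mixture and 100% = blank lacking enzyme; strong numbers were not always called active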
ROCK2 inh: inhibitors of human Rho kinase 2; O75116; 60,000 tested, 0.35% active; inhibition, % at 6 µM; purified ROCK2, Kinase-Glo ATP depletion luminescence;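 active means inhibition above the screen-wide mean inhibition plus 3 SD, cut at about 18% in these data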;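 further: plate controls were DMSO wells for no effect and Y-27632 control wells after no-enzyme background subtraction for full effect; many of its hits are not listed in these tables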
Target sequence (O75116 whole entry, looked up): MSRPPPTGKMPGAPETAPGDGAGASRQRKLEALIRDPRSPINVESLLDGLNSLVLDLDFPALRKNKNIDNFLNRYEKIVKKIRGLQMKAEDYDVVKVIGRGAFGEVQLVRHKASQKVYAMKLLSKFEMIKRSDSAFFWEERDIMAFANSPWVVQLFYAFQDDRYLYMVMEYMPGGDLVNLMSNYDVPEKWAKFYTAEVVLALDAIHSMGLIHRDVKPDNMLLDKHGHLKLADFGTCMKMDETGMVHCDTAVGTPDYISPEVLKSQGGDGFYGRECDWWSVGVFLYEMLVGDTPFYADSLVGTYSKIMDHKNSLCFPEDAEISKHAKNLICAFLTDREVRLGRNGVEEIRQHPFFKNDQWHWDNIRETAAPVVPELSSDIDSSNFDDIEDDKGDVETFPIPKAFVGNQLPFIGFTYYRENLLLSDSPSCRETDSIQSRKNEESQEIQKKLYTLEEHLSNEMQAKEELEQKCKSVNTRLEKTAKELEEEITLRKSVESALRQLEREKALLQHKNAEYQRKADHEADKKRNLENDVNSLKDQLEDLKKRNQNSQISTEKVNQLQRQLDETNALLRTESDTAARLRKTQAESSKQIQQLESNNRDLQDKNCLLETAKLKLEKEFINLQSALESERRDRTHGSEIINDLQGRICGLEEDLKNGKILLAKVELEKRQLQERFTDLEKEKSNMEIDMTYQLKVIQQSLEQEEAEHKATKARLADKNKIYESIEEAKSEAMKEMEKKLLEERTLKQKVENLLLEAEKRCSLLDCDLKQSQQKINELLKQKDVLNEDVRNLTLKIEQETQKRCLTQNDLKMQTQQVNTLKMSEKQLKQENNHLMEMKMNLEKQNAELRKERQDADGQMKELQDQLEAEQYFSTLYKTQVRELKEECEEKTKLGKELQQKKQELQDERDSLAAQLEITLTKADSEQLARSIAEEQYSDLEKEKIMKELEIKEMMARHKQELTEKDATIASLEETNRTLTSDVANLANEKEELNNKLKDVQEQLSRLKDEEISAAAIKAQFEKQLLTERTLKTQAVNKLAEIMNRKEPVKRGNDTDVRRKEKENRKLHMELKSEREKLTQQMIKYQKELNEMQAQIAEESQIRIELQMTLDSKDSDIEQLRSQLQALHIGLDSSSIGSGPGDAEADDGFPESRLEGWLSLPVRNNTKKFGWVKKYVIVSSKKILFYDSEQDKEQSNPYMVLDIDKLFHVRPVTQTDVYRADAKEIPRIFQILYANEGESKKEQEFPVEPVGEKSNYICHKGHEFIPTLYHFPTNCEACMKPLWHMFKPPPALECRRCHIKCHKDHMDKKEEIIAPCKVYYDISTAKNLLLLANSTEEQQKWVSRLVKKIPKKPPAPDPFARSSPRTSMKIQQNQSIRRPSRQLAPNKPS
CatL inh: inhibitors of human cathepsin L; purified cathepsin L, fluorogenic substrate, fluorescence; inhibition, %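 (tested at 10 µM)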; 58,000 tested, 0.17% active; in the data active means inhibition above about 45%;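 further: 0% = enzyme with no compound and 100% = no enzyme blank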
FXIIa mix inh: inhibitors of human coagulation factor XIIa, pooled mixtures | P00748 | purified FXIIa, fluorogenic substrate | inhibition, % at 5 µM | 62,000 tested, 0.2% active | AID 684;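 further: 0% = enzyme without compound and 100% = no enzyme blank; some results filed as inactive read as strong as hits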
CatS inh: human cathepsin S inhibition | inhibition, %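 (tested at 5 µM per compound within 10-compound mixtures)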 | 62,000 tested, 0.06% active | recombinant cathepsin S, AMC dipeptide fluorescence, pooled mixtures | P25774; in the data active means inhibition above about 32%, passing the limit was not always enough;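 further: 0% = enzyme without compound and 100% = blank without enzyme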
FXIa mix inh: factor XIa (human) inhibition, mixture screen. P03951. purified FXIa, fluorogenic substrate, pooled mixtures. inhibition, % at 5 µM. 62,000 tested, 0.19% active. AID 680;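 further: each value is inhibition by a whole ten-compound pool holding the compound; 0% = enzyme with no mixture and 100% = wells lacking enzyme; strong numbers were not always called active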
Numbers without * were called inactive; / = no result given. Unless noted, no stated cut-off is given here; in the data, active means inhibition above about 20% (passing the limit was not always enough); inactive means the rest.

SMILES	JNK3 inh	PKA inh	C1s block	Cathepsin G inh	ROCK2 inh	CatL inh	FXIIa mix inh	CatS inh	FXIa mix inh
O=C(CSc1nnc(-c2cccs2)n1-c1ccccc1)NCc1ccco1	10	7	6	0	5	0	-18	12	3
O=C(Cn1cnc2c(nnn2-c2ccccc2)c1=O)NCc1ccco1	-8	-1	-37	-12	-14	/	-1	11	3
Cc1cc(C)c2cc(CN(CCN3CCCC3)C(=O)Nc3ccc(F)cc3)c(=O)[nH]c2c1	-1	0	4	1	1	-10	8	2	10
COc1ccc(OC)c(S(=O)(=O)Nc2ccc(C(N)=O)cc2)c1	-2	0	6	10	6	6	-5	23	10
Cc1[nH]c2c(C)cccc2c(=O)c1Br	3	-1	-9	2	4	0	3	4	4
COc1cccc(C2C=C(c3cccs3)Nc3ncnn32)c1OC (centres undefined)	-5	-4	-1	-1	0	-4	1	2	15
CCOC(=O)c1ccc(CSc2ncn[nH]2)o1	-4	-3	/	/	2	10	/	/	/
O=C(C1CCC1)N(CCc1ccccc1)Cc1nc2ccccc2c(=O)[nH]1	-2	9	-3	6	3	2	-3	-2	3
O=C1CC(=O)N(CCc2ccccc2)C(=O)N1CCc1ccccc1	/	2	-30	-3	/	/	1	-1	1
Nc1ccc2nc(-c3ccc(Cl)cc3)[nH]c2c1	-16	5	-34	5	-1	-56	7	-5	-2
C=CCn1c(SCc2c(C)noc2C)nc2cc(C(=O)O)ccc2c1=O	6	6	8	9	6	-8	4	-7	8
COc1ccc(C(=O)NCCn2cc(SCC(=O)NCc3ccco3)c3ccccc32)cc1	0	12	-5	9	6	-4	9	-1	4
CCCOc1ccc(OCCSc2ncccn2)cc1	-8	0	-4	5	-9	8	9	-1	-7
CCCCCCS(=O)[C@H]1CS(=O)(=O)C[C@@H]1S(=O)CCCCCC (some centres undefined)	-8	0	16	13	-5	12	16	-5	5
CCSc1nnc(NC(=O)c2cc(C)on2)s1	-4	9	-21	-4	4	-1	2	0	9
CCOC(=O)c1snc(C(=O)NC2CCCCC2)c1N	-2	2	14	8	5	-13	9	2	1
CCCC(=O)NC(C)C(c1cccs1)N1CCN(C)CC1 (centres undefined)	-3	11	-17	-13	7	1	1	0	8
CCOC(=O)c1sc(NC(=O)C2CCCO2)c(C(=O)OC)c1C (centres undefined)	4	10	8	0	6	1	0	8	-4
CCN1C(=O)C(C(=O)NC(C)c2ccccc2)C2CC1(C)Oc1ccccc12 (centres undefined)	/	-3	-9	1	/	20	1	11	5
O=C(C1CCN(S(=O)(=O)N2CCOCC2)CC1)N1CCN(c2ccccc2)CC1	-1	1	0	5	3	4	13	3	4
NC(=O)CC(O)c1cccc(Cl)c1 (centres undefined)	-1	-5	-6	-2	2	-7	2	25	9
CCc1cccc(NC(=O)c2ccc(NS(=O)(=O)c3c(C)noc3C)cc2)c1	7	8	-22	-12	0	6	3	-3	-6
CC(C)Oc1cccc(C(=O)O)c1	0	-6	17	15	-6	24	-19	12	3
CCOc1ccc(OCCSc2nnnn2C2CCCCC2)cc1	0	1	-3	0	-4	-3	0	12	8
CCOC(=O)C1CCCN(c2c(NCCCN3CCCC(C)C3)c(=O)c2=O)C1 (centres undefined)	-8	3	-7	8	4	-2	-9	-1	6
CC(C)C(=O)NCCn1ccc2ccccc21	-4	0	-50	-4	2	-7	-13	-8	8
O=C1CCCC(=NCc2ccco2)C1	/	-3	-4	-4	/	2	4	19	18
COC(=O)c1[nH]c2ccccc2c1NC(=O)CCN1CCN(C2CCCCC2)CC1	0	-1	4	4	-1	-2	5	-1	4
O=C1CC(c2ccccc2)n2nc(NS(=O)(=O)c3ccccc3)nc2N1 (centres undefined)	1	7	/	/	11	-8	/	/	/
CCOc1ccc(Nc2cc(C)nc(N3CCOCC3)n2)cc1	4	3	-7	6	-2	-5	-1	16	14
OC(COc1ccc(OCc2ccccc2)cc1)CN1CCCCC1 (centres undefined)	-1	-8	-2	4	-4	-2	11	13	0
COc1ccccc1-n1c(=O)c2c3c(sc2n2c(SC(C)C)nnc12)CCC3	0	2	3	13	4	6	9	-6	0
COC(=O)c1ccc2c(=O)n(Cc3ccco3)c(SCC(=O)Nc3ccc(C)c(Cl)c3)nc2c1	-4	9	-24	-2	4	13	3	3	-10
Clc1ccc(-c2nn3c(-c4ccccc4)nnc3s2)cc1	-2	-11	-3	1	-4	-1	17	35	-1
CC(C)CCn1c(NCCN(C)C)nc2c1c(=O)[nH]c(=O)n2C	2	-4	7	15	-1	-2	0	9	9
CCNc1nc2c(c(=O)[nH]c(=O)n2C)n1Cc1ccc(F)cc1	5	9	-13	6	3	/	-12	0	4

Single records (already shown). Order of values: JNK3 inh, PKA inh, C1s block, Cathepsin G inh, ROCK2 inh, CatL inh, FXIIa mix inh, CatS inh, FXIa mix inh
CCNc1nc2c(c(=O)[nH]c(=O)n2C)n1Cc1ccc(F)cc1 is entered as 5, 9, -13, 6, 3, /, -12, 0, 4
COc1ccccc1-n1c(=O)c2c3c(sc2n2c(SC(C)C)nnc12)CCC3 is entered as 0, 2, 3, 13, 4, 6, 9, -6, 0

Next part:
SMILES	JNK3 inh	PKA inh	C1s block	Cathepsin G inh	ROCK2 inh	CatL inh	FXIIa mix inh	CatS inh	FXIa mix inh
CCOc1ccc(NC(N)=O)cc1	-2	9	-27	-4	5	6	-5	-2	4
O=C(CSc1nccn1-c1ccccc1)NCc1ccc2c(c1)OCO2	-6	6	16	9	5	-5	8	-4	12
COc1cccc(-n2c(Cc3cc(=O)[nH]c(=O)[nH]3)nnc2SCC(=O)Nc2ccccc2)c1	-2	7	-4	6	6	/	-21	-1	1
Cn1cnnc1SCC(=O)c1cc2ccccc2oc1=O	-3	-4	-4	1	-1	/	-16	17	8
O=C(Nc1ccc(N2C(=O)C3C4C=CC(C4)C3C2=O)cc1)Nc1cccnc1 (centres undefined)	-2	8	-45	1	6	5	2	9	7
Cc1cc(=O)[nH]c(SCC(=O)N2CCC(C(N)=O)CC2)n1	5	6	-33	-13	6	21	6	3	-10
CCOC(=O)N1CCN(C(=O)CSc2nc3c(cnn3-c3ccc(C)cc3)c(=O)[nH]2)CC1	-6	0	-35	-1	-11	12	3	5	-10
CCC(=O)c1cc(F)c(N2CCN(S(=O)(=O)c3ccccc3)CC2)cc1C	/	/	-3	-2	/	/	2	-4	-2
O=C(NCc1ccc2c(c1)OCO2)c1ccc(NC(=O)C2CCCO2)cc1 (centres undefined)	/	3	-8	-1	/	7	7	3	1
CCOC(=O)c1nc(-c2ccccc2)oc1N(C)C	-6	-6	-15	-2	-6	-127	1	-9	2
CC(C)COC(=O)NCCOC(=O)Nc1cccc(Cl)c1	6	5	12	12	6	6	2	4	4
O=C1Nc2ccccc2C12OCCS2 (centres undefined)	0	-6	8	-1	-1	2	3	-3	9

Taken from above (15 entries):
SMILES	JNK3 inh	PKA inh	C1s block	Cathepsin G inh	ROCK2 inh	CatL inh	FXIIa mix inh	CatS inh	FXIa mix inh
COC(=O)c1ccc2c(=O)n(Cc3ccco3)c(SCC(=O)Nc3ccc(C)c(Cl)c3)nc2c1	-4	9	-24	-2	4	13	3	3	-10
Clc1ccc(-c2nn3c(-c4ccccc4)nnc3s2)cc1	-2	-11	-3	1	-4	-1	17	35	-1
CC(C)CCn1c(NCCN(C)C)nc2c1c(=O)[nH]c(=O)n2C	2	-4	7	15	-1	-2	0	9	9
CCNc1nc2c(c(=O)[nH]c(=O)n2C)n1Cc1ccc(F)cc1	5	9	-13	6	3	/	-12	0	4
CCOc1ccc(NC(N)=O)cc1	-2	9	-27	-4	5	6	-5	-2	4
O=C(CSc1nccn1-c1ccccc1)NCc1ccc2c(c1)OCO2	-6	6	16	9	5	-5	8	-4	12
COc1cccc(-n2c(Cc3cc(=O)[nH]c(=O)[nH]3)nnc2SCC(=O)Nc2ccccc2)c1	-2	7	-4	6	6	/	-21	-1	1
Cn1cnnc1SCC(=O)c1cc2ccccc2oc1=O	-3	-4	-4	1	-1	/	-16	17	8
O=C(Nc1ccc(N2C(=O)C3C4C=CC(C4)C3C2=O)cc1)Nc1cccnc1 (centres undefined)	-2	8	-45	1	6	5	2	9	7
Cc1cc(=O)[nH]c(SCC(=O)N2CCC(C(N)=O)CC2)n1	5	6	-33	-13	6	21	6	3	-10
CCOC(=O)N1CCN(C(=O)CSc2nc3c(cnn3-c3ccc(C)cc3)c(=O)[nH]2)CC1	-6	0	-35	-1	-11	12	3	5	-10
CCC(=O)c1cc(F)c(N2CCN(S(=O)(=O)c3ccccc3)CC2)cc1C	/	/	-3	-2	/	/	2	-4	-2
O=C(NCc1ccc2c(c1)OCO2)c1ccc(NC(=O)C2CCCO2)cc1 (centres undefined)	/	3	-8	-1	/	7	7	3	1
CCOC(=O)c1nc(-c2ccccc2)oc1N(C)C	-6	-6	-15	-2	-6	-127	1	-9	2
CC(C)COC(=O)NCCOC(=O)Nc1cccc(Cl)c1	6	5	12	12	6	6	2	4	4

(list continues)
SMILES	JNK3 inh	PKA inh	C1s block	Cathepsin G inh	ROCK2 inh	CatL inh	FXIIa mix inh	CatS inh	FXIa mix inh
Cc1cc(CN2CCOCC2)c(O)c(C2(C)CCCCC2)c1	0	2	14	5	1	6	4	-2	7
Oc1ccc(N2CCN(C(c3cccs3)c3nnnn3CCc3ccccc3)CC2)cc1 (centres undefined)	3	14	3	1	5	17	-4	9	-4
O=C(CN1CCN(c2ccc(F)cc2)CC1)NCC1CCCO1 (centres undefined)	3	11	-26	-15	1	/	0	17	-4
CCN1CCN(CCCNC(=O)c2ccc3c(c2)NC(=O)c2ccccc2S3)CC1	6	11	8	10	7	1	7	16	6
Cn1c(=O)[nH]c(=O)c2c1nc(CN1CCOCC1)n2Cc1ccc(F)cc1	-2	-2	5	0	0	/	-1	2	9
COC(=O)c1[nH]c(C)c(/C(O)=C2\C(=O)C(=O)N(CCN(C)C)C2c2ccc(C)o2)c1C (centres undefined)	1	-2	1	13	0	18	0	17	11
COc1ccccc1-c1cc(C(F)(F)F)nc(S(=O)(=O)CCCC(=O)NC(C)C)n1	7	5	6	8	3	-1	4	0	5
O=C(Nc1cccnc1)C1(F)C(F)(F)C(F)(F)C(F)(F)C(F)(F)C1(F)F	2	5	11	15	3	-1	6	1	30
O=C(CSc1nnnn1C1CCCCC1)NCc1cccc(C(=O)O)c1	-2	-2	-32	-1	0	-13	-16	16	7
CCCn1c2ccccc2c2nc3ccccc3nc21	1	10	-6	5	6	-7	-7	-1	1
CCN1CCN(C(=O)c2ccc3c(=O)n(CCC4=CCCCC4)c(=O)[nH]c3c2)CC1	-9	-2	-5	3	-2	0	-14	15	-2
Cc1oc(-c2ccccc2F)nc1CN1CCC(C(=O)NCc2cccnc2)CC1	-4	2	9	2	-2	-2	6	-4	4
Cc1ccc(S(=O)(=O)Nc2nc(C)cc(NCCN)n2)cc1	-2	8	-15	-7	4	6	-1	37	0
O=C(CNCC1CCCO1)Nc1ccccc1-n1cccc1 (centres undefined)	0	7	4	10	1	9	0	6	5
CC1CCCC(C)N1CCCNC(=O)Cn1cc2c(n1)CCCC2 (centres undefined)	-6	-8	-17	7	-1	/	3	9	2

Rows are unselected; overall some 1.5% were active at least once.
